14-3-3 PPI: modulators of human 14-3-3 gamma - Raf peptide interaction; P61981; FP, 14-3-3gamma / TMR-pS259-Raf peptide binding; actives 0.19% (n = 160,000); inhibition, % at 40 µM; in the data active = inhibition above about 30%;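 also: 0% = protein plus tracer without compound and 100% = blank with tracer alone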
Target sequence (P61981 whole entry, looked up): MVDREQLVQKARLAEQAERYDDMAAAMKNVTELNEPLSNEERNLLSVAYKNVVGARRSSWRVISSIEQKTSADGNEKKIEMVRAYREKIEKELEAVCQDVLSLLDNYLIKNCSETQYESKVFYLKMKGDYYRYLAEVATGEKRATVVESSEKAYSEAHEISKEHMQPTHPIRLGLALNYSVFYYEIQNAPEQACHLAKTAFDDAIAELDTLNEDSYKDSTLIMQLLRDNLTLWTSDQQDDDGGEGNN
Active calls of the source: *; & = joins results of further samples. This is a subset (hit frequency here may not be typical).

SMILES	14-3-3 PPI
Cc1nc2c(ccc3nc(NC(=O)c4ccccc4Cl)sc32)s1	2
CC(=O)c1ccc2c(c1)OCCO2	-4
Cc1cccc(C)c1NC(=O)C1(S(=O)(=O)c2ccc(Cl)cc2)CC1	-13
Cc1cc2c(Nc3ccc(C)c(F)c3)ncnc2s1	-1
N#Cc1ccc(-c2cccs2)nc1SCC(=O)c1ccc(Cl)cc1	-8
Cc1noc(C)c1S(=O)(=O)N(CC(=O)NCc1ccc(Cl)cc1)c1ccc2c(c1)OCO2	-3
Nc1ncnc(Oc2ccc(F)cc2)c1[N+](=O)[O-]	-5
O=C(Nc1ccc(N2CCN(c3ccc(O)cc3)CC2)cc1)Oc1ccccc1	6
Cc1ccc(CC23CN4CCN(CC(C4)C2O)C3)c(C)c1 (centres undefined)	-3
CCc1ccc(-n2c(C)nc3cc(C(=O)NC4CCCCCC4)ccc32)cc1	-213
CCNC(=O)c1cc2c(=O)n3cccc(C)c3nc2n1C	4
O=C(C(c1ccccc1)c1ccccc1)N(Cc1ccco1)C1CCS(=O)(=O)C1 (centres undefined)	-7
N=c1oc2ccc3ccccc3c2cc1-c1nnc2n1CCCCC2	1
CCCn1c(NC(=O)c2ccc(C)cc2)nc2ccccc21	-15
COc1ccc(N2C3=C(CC4=C2CC(C)(C)CC4=O)C(=O)CC(C)(C)C3)cc1	-9
CCOc1ccccc1NC(=O)C1=C(C)NC(=O)NC1c1ccc(C)cc1 (centres undefined)	-24
COc1ccc2nc(SCC(=O)Nc3ccc(Br)cc3)[nH]c2c1	-5
COc1ccc(C(O)C(CN2CCOCC2)c2ccccc2)cc1F (centres undefined)	-3
COc1ccc(OC)c(NC(=O)C2CCN(c3ncccn3)CC2)c1	-3
Cc1ccc(CCNC(=O)CCNS(=O)(=O)c2ccc(Cl)cc2)cc1	-3
CCC(c1nnnn1Cc1ccco1)N(CCN1CCOCC1)Cc1cc2cc(C)ccc2[nH]c1=O (centres undefined)	-1
COc1ccc(N2C(=O)C(C)SC23CCCCC3)cc1 (centres undefined)	-4
CCCCn1ccnc1C(=O)c1ccc(S(=O)(=O)N(CCOC)CCOC)cc1	-5
S=c1[nH]c(-c2ccc(Cl)cc2)cn1-c1cccc(Cl)c1	-15
COc1ccc(Cl)cc1N1C(=O)C2CCCN2C1c1sccc1C (centres undefined)	-7
Cc1cccc(CS(=O)(=O)Cc2ccc(C(=O)NCCN3CCCC3)o2)c1	-7
CCc1c(C)n([O-])c2c([n+]1=O)CCC2	6
C=CCOC(=O)C1=C(C)N(C)C(=O)NC1c1cn(-c2ccccc2)nc1-c1ccccc1 (centres undefined)	-21
COC(=O)c1ccc2c(=O)n(-c3ccc(OC)cc3)c(=S)[nH]c2c1	-8
O=C(N1CCOCC1)N1CCN(c2ccccn2)CC1	-3
CCCn1c(=N)c(C(=O)NCC2CCCO2)cc2c(=O)n3ccccc3nc21 (centres undefined)	-66
CC(=O)OCCNc1cc(Sc2ccccc2Cl)c2nonc2c1[N+](=O)[O-]	-2
O=C(NCCC1=CCCCC1)c1cccc(NS(=O)(=O)c2ccc(Cl)cc2)c1	-7
CCN1C(=O)C(CC(=O)Nc2ccccc2C)SC1=Nc1ccccc1 (centres undefined)	7
COc1cc(OC)c(OC)cc1C=Cc1nc2ccccc2c(=O)n1-c1ccc(C)c(C)c1	-3
Clc1ccc(Cn2c(CN3CCCC3)nc3ccccc32)cc1	-3&-8
Cc1ccc(NC(=O)c2cc3ccccc3oc2=O)cc1[N+](=O)[O-]	6
CCC(C)NC(=O)c1cnn2c(C)c(Cc3cccc(Br)c3)c(C)nc12 (centres undefined)	-16
COc1ccc(C(=O)Nc2cccc(C(C)=O)c2)cc1S(=O)(=O)N1CCOCC1	4
CCn1c(SCC(=O)Nc2ccc3c(c2)OCO3)nc2c(c1=O)SC(C)C2 (centres undefined)	-2
O=c1c2cccnc2[nH]c(=S)n1CCN1CCN(c2ccccc2F)CC1	-14
O=C(NCc1ccccc1)c1ccc2c(=O)n(CCc3ccccc3)c(=S)[nH]c2c1	0
COc1ccc(-c2csc(N3CCC(C(N)=O)(N4CCCCC4)CC3)n2)cc1	-11
COc1ccccc1CNC(=O)CN(c1cccc([N+](=O)[O-])c1)S(=O)(=O)c1ccccc1	-3
COc1ccccc1Nc1nc(-c2cc3cc(Br)ccc3oc2=O)cs1	4
CCOC(=O)C1CCN(C(=O)COc2ccc(N(C)S(=O)(=O)c3cccs3)cc2)CC1	-1
O=c1c2c(nc3n1CCCS3)-c1ccccc1CC21CCCCC1	-8
Cc1ccccc1-n1c(SCC(=O)c2c[nH]c3ccccc23)nnc1-c1cccnc1	3
CC(C)Cn1c(N)c(C(=O)COC(=O)C2=COCCO2)c(=O)n(C)c1=O	-5
Cc1ccc2nc(-c3ccccc3)c(Nc3ccccc3C)n2c1	-4
CC(C)NS(=O)(=O)c1cccc2nonc12	4
Cc1nn(C)c(C)c1S(=O)(=O)N(CC(=O)Nc1ccc2c(c1)OCO2)c1ccc(C(C)C)cc1	-2
CN(Cc1ccccc1)C(=O)c1ccc(N2CC3CC(C2)c2cccc(=O)n2C3)c(NC(=O)c2ccc(C(C)(C)C)cc2)c1 (centres undefined)	2
c1cc(-c2noc(CCC3CCCC3)n2)ccn1	-4
CC1(C)CN=C(N2CCN(c3ncnc4sc5c(c34)CCCC5)CC2)S1	5&-3
CCC(=O)N1N=C(c2c(-c3ccccc3)c3cc(Br)ccc3[nH]c2=O)CC1c1cccc([N+](=O)[O-])c1 (centres undefined)	-19
Cc1cc(N2CCN(Cc3ccc(Cl)cc3)CC2)n2c(nc3ccccc32)c1C#N	-53
CN(C)C1=C(C(=O)c2ccccc2)N(CC(=O)c2ccccc2)S(=O)(=O)c2ccccc21	-13
O=S(=O)(Nc1ccc(Br)cn1)c1ccc(C2CCCCC2)cc1	-24
CCC(C#CCN1CCOCC1)(CC)OCCC#N	-7

Sorted by count of non-hydrogen atoms (descending): some entries from above.
SMILES	14-3-3 PPI
Cc1nn(C)c(C)c1S(=O)(=O)N(CC(=O)Nc1ccc2c(c1)OCO2)c1ccc(C(C)C)cc1	-2
CN(C)C1=C(C(=O)c2ccccc2)N(CC(=O)c2ccccc2)S(=O)(=O)c2ccccc21	-13
CC(C)NS(=O)(=O)c1cccc2nonc12	4

Carrying on.
SMILES	14-3-3 PPI
O=C(c1nn2c(c1Cl)NC(c1ccc(Br)cc1)CC2C(F)(F)F)N1CCCCC1 (centres undefined)	-12
COc1ccc(C)cc1NC(=O)c1cc(S(=O)(=O)N2CCc3ccccc3C2)ccc1F	-30
COCCNC(=O)c1ccc2c(c1)nc(C)n2-c1ccc(OC)cc1	-63
OC1(c2ccc(Cl)cc2)CCN(Cc2c[nH]c3ccccc23)CC1	-7
CCOC(=O)c1cnc2c(C(F)(F)F)cccc2c1NCCCO	1
COc1ccc(CC(=O)Nc2c3c(nn2-c2cccc(C)c2)CSC3)cc1	-14
CCOC(=O)C1CCN(C/C=C/c2ccccc2OC)CC1	-3
Cc1sc2nc(C(C)C)oc(=O)c2c1C	-7
Cc1ccc(CNS(=O)(=O)c2ccc(F)c(C(=O)Nc3ccccc3C(F)(F)F)c2)cc1	4
Cc1nc2sc(C(c3ccco3)N3CCC(C(N)=O)CC3)c(O)n2n1 (centres undefined)	-5
Cc1cc(C)n(C(=O)c2nn(C)cc2I)n1	-2
N#CC1CCCc2c1[nH]c1ccc(Br)cc21 (centres undefined)	-9
COCCNC(=O)C(C)OC(=O)c1nsc(Cl)c1Cl (centres undefined)	-8
CN(C)CCOC(=O)c1ccco1	-4
O=C(O)CCC(=O)N1c2ccccc2NC2=C(C(=O)CC(c3ccccc3)C2)C1c1cccnc1 (centres undefined)	-3
Cc1cccc(N2CCN(C(=O)CCN3C(=O)C4CC=CCC4C3=O)CC2)c1C (centres undefined)	-2
Cn1c(=O)c(=O)n(C)c2cc(S(=O)(=O)Nc3ccc4c(c3)OCCO4)ccc21	-12
COC(=O)c1sccc1NC(=O)c1ccco1	1
CCc1ccc(NC(=O)c2noc3c2CC(C(C)(C)C)CC3)cc1 (centres undefined)	-4
O=C1c2ccccc2-c2nc3ccc(C(F)(F)F)cc3nc21	-5
O=C(c1ccco1)N1CCN(C23CC4CC(CC(C4)C2)C3)CC1	7
COc1cc(C2=NOC(C(=O)NCc3ccc(F)cc3)C2)cc(OC)c1OC (centres undefined)	9
COc1ccccc1-n1c(-c2nn(C)c(C)c2Cl)n[nH]c1=S	0
Cc1nc(N2CCC3(CC2)OCCO3)c2nnn(Cc3ccccc3F)c2n1	-5
CC1=C(C(=O)OCC2CCCO2)C(c2cccc(OCc3ccccc3)c2)NC(=O)N1 (centres undefined)	-12
CCCCNC(=O)c1c[nH]c2ccc(S(=O)(=O)Nc3cccc(SC)c3)cc2c1=O	-11
O=C(Nc1nc2c(Cl)cccc2s1)c1ccc(S(=O)(=O)N2CCOCC2)cc1	-7
Cc1ccccc1C(=O)Nc1ccc(S(=O)(=O)N2CCCC2)cc1	-3
O=C(Nc1ccc(Br)cn1)c1cccs1	-3
CCc1cc2c3c(c(=O)oc2cc1OCC(=O)OC(C)(C)C)CCCC3	6
Cc1ccc(N2COc3ccc4cc(Br)ccc4c3C2)cc1C	0
CCCCc1ccc(NC(=O)CSc2nccn2-c2ccc([N+](=O)[O-])cc2)cc1	5
N#Cc1ccccc1NC(=O)c1ccc([N+](=O)[O-])o1	-1
O=C(CSc1ccccn1)Nc1ccc2c(c1)OCO2	-11
COc1ccc(OCCCC(=O)Nc2nnc(C)s2)cc1	-7
O=C1c2ccccc2C(=O)N1CCCn1c(=O)oc2ccccc21	-1
CN1C(=O)c2ccccc2C(C(=O)NCCCN2CCCCCC2)C1c1cccs1 (centres undefined)	-28
CCOC(=O)C1=C(C)NC2=C(C(=O)C(C(=O)OCC)C(c3ccc(OC)cc3)C2)C1c1ccc(F)cc1 (centres undefined)	7
CCOC(=O)c1ccc(CN(Cc2ccc(C)cc2)S(=O)(=O)c2ccc3ccccc3c2)cc1	-6
O=C(CSC1=Nc2ccccc2C2=NC(Cc3ccccc3)C(=O)N12)NCc1ccccc1 (centres undefined)	2
O=C(CN1C(=O)COc2ccccc21)N(Cc1cccnc1)Cc1ccccc1F	-8
CC1CCCC(NC2CCCCNC2=O)C1 (centres undefined)	-3
CN(C)Cc1cc(CCNC(=O)c2ccc(Cl)cc2)ccc1O	8
O=C(NCCc1ccccc1)C1CCC(Cn2c(=O)[nH]c3ccccc3c2=O)CC1 (centres undefined)	-4
CC1CC(C)CN(S(=O)(=O)c2ccc(Sc3ccc(F)cc3)c(C(=O)NCc3ccc(F)cc3)c2)C1 (centres undefined)	-3
CCC(=O)N1c2ccccc2NC2=C(C(=O)CC(C)(C)C2)C1c1ccc(N(CC)CC)cc1 (centres undefined)	5
CCOc1ccc(NC(=O)c2cccnc2C(=O)O)cc1	-2
COCCN(C(=O)C1CC1)c1nnc(-c2cccc(C)c2)s1	1
Cc1cccn2c(=O)c3cc(C(=O)NC(C)c4ccccc4)c(=N)n(CC4CCCO4)c3nc12 (centres undefined)	-19
Cc1c(Cl)cccc1N1C(=O)c2ccc(Oc3ccc(N)cc3)cc2C1=O	3
COc1ccccc1OCC(=O)NCc1cccs1	-4
CC(=O)n1nc2nc(C)cc(C)c2c1N	2
COc1ccc(NC(=O)c2cnn3c2NC(c2ccc(F)cc2)CC3C(F)(F)F)cc1OC (centres undefined)	0
CC(C)C(NC(=O)C1CCCCC1)C(=O)NC1=NCCS1 (centres undefined)	-2
O=C(NCC1CCCO1)c1cc2nc(-c3ccc([N+](=O)[O-])cc3)cc(C(F)(F)F)n2n1 (centres undefined)	-5
CCOC(=O)Cc1csc(SCC(=O)Nc2cccc(C#N)c2)n1	-6
Cc1ccccc1C(=O)N1CCC(C(=O)N2CCc3ccccc3C2)CC1	0
C=CCn1c(COC)nnc1SCC(=O)c1ccc(F)cc1	4
Cc1ccc(C(c2nnnn2CCc2ccccc2)N2CCSCC2)cc1 (centres undefined)	-12
COc1ccc(-c2nc(Nc3ccccc3Cl)c3ccccc3n2)cc1OC	-11
Remaining list, next part:
SMILES	14-3-3 PPI
O=C(NCCC1=CCCCC1)C1CCCN(S(=O)(=O)c2ccc(F)cc2)C1 (centres undefined)	0
CC(C)NC(=O)c1ccc(CS(=O)(=O)c2ccc(Br)cc2)o1	1
CC(Sc1nc2c(c(=O)n1-c1ccc(Br)cc1)SCC2)c1ccccc1 (centres undefined)	-14
O=C(NCCN1CCOCC1)c1cc2n(n1)C(C(F)(F)F)CC(c1ccc(Cl)cc1)N2 (centres undefined)	3
CCOC(=O)c1ccccc1NC(=O)C1c2ccccc2Oc2ccccc21	-10
O=C(OCCNc1nc(-c2ccccc2)nc2ccccc12)c1cccs1	-9
COc1cccc(C2C(C(=O)c3ccco3)=C(O)C(=O)N2CCCN2CCOCC2)c1OC (centres undefined)	1
COCCOC(=O)C1=C(C)NC2=C(C(=O)CCC2)C1c1cc(OC)c(OC)cc1Br (centres undefined)	3
O=C(CSc1nc2ccccc2[nH]1)N1CCc2ccccc2C1	-5
CCC(=O)Nc1cccc(NC(=O)c2ccc(Br)cc2)c1	2
O=C(c1ccccc1)c1conc1C(=O)c1ccc([N+](=O)[O-])cc1	6

Structural class: the compounds so far with an aryl thioether with sulfur outside any ring (13)
SMILES	14-3-3 PPI
N#Cc1ccc(-c2cccs2)nc1SCC(=O)c1ccc(Cl)cc1	-8
COc1ccc2nc(SCC(=O)Nc3ccc(Br)cc3)[nH]c2c1	-5
CC(=O)OCCNc1cc(Sc2ccccc2Cl)c2nonc2c1[N+](=O)[O-]	-2
CCn1c(SCC(=O)Nc2ccc3c(c2)OCO3)nc2c(c1=O)SC(C)C2 (centres undefined)	-2
Cc1ccccc1-n1c(SCC(=O)c2c[nH]c3ccccc23)nnc1-c1cccnc1	3
CCCCNC(=O)c1c[nH]c2ccc(S(=O)(=O)Nc3cccc(SC)c3)cc2c1=O	-11
CCCCc1ccc(NC(=O)CSc2nccn2-c2ccc([N+](=O)[O-])cc2)cc1	5
O=C(CSc1ccccn1)Nc1ccc2c(c1)OCO2	-11
CC1CC(C)CN(S(=O)(=O)c2ccc(Sc3ccc(F)cc3)c(C(=O)NCc3ccc(F)cc3)c2)C1 (centres undefined)	-3
CCOC(=O)Cc1csc(SCC(=O)Nc2cccc(C#N)c2)n1	-6
C=CCn1c(COC)nnc1SCC(=O)c1ccc(F)cc1	4
CC(Sc1nc2c(c(=O)n1-c1ccc(Br)cc1)SCC2)c1ccccc1 (centres undefined)	-14
O=C(CSc1nc2ccccc2[nH]1)N1CCc2ccccc2C1	-5

Assay outcomes from PubChem.
